# Screens from PubChem.
# PKA-R1A act: PKA-R1A complex activation | P00514+P68181 | PKA-R1A dissociation, Cy5-IP20 fluorescence polarization; scaled: DMSO 0%, 113 µM cGMP 100% | activation, % at 11.4 µM | actives 0.083% (n = 340,000);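 active = percent activation above the mean of all tested compounds plus 3 SD, cut at about 19% in these data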;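 also: higher means more PKAc released from R1A so a rise in polarization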
# Ecoli viability: bacterial growth inhibition, counter-screen for AddAB inhibitors | inhibition, % at 11.9 µM | actives 0.27% (n = 330,000) | AID 449728 | E. coli V3065 growth, OD600 absorbance, 18 h;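 active = inhibition above the campaign's mean inhibition across all tested compounds plus 3 SD, cut at about 9.9% in these data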;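 also: uninfected addAB+ strain grown without phage in ampicillin broth; 0% = DMSO wells and 100% = ciprofloxacin 0.95 µg/ml wells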
# MOR-DOR inv ag: inverse agonists of human mu-delta opioid receptor heterodimerization | cell-based MOR-DOR heterodimer luminescence, inverse agonism | AID 504357 | actives 0.21% (n = 340,000) | inhibition, % at 9.3 µM; in the data active = inhibition above about 22%, passing the limit was not always enough;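 also: 0% = cells with DMSO and 100% = wells without cells with DMSO; values of inactives mirror those of a sister screen read the other way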
# Target sequence (P35372 whole entry, looked up): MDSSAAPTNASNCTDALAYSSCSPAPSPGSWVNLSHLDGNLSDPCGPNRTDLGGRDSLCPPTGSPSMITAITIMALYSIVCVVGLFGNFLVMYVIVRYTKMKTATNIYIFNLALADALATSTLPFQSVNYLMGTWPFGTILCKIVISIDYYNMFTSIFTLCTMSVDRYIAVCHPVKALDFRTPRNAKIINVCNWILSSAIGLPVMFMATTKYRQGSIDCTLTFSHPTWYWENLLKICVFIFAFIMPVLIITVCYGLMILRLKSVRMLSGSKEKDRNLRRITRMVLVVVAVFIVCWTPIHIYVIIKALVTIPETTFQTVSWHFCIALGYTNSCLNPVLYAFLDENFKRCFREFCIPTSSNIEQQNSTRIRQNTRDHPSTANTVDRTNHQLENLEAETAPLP
# Target sequence (P41143 whole entry, looked up): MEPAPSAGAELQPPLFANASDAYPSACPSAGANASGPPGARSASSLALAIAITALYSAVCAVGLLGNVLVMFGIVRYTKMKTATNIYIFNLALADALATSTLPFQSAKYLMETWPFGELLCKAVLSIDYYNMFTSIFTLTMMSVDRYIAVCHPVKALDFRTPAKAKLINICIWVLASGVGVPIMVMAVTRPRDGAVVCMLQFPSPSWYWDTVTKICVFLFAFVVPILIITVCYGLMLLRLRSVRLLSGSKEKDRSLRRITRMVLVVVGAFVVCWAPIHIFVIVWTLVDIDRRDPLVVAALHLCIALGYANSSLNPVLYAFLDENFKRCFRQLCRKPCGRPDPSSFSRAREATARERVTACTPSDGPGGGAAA
# HTR5A ag ctr: activates human HTR5A in OPRM1-OPRD1 agonist counter-screen; actives 0.61% (n = 340,000); activation, % at 9.3 µM; HTR5A agonist assay, luminescence, cell-based; in the data active = activation mostly above about 9.5%, no sharp cut-off; inactive = mostly below about 7.6%;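 also: 0% = cells with vehicle only and 100% = reference agonist; strong numbers were not always called active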
# phage Ecoli inh: E. coli growth loss with phage present | inhibition, % at 11.9 µM | growth absorbance | actives 0.26% (n = 360,000); in the data active = inhibition above about 11%
# DSG3 Ab inh: human desmoglein-3 autoantibody binding inhibition | P32926 | DSG3-coupled beads, scFv-anti-DSG3-GFP binding, flow cytometry; stronger effect = lower value | binding (percent of control), % at 10 µM | actives 0.48% (n = 310,000) | AID 588358;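 active = binding more than 3 SD below its plate's average and above zero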;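 also: hits lower antibody fragment binding to DSG3; some compounds called inactive have numbers as strong as hits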
# OPRM1-OPRD1 ag: agonists of human mu-delta opioid receptor heterodimerization; P35372+P41143; cells, OPRM1-OPRD1 heterodimerization, luminescence; activation, % at 9.3 µM; actives 0.3% (n = 340,000); in the data active = activation above about 18%;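 also: 0% = vehicle-treated cells and 100% = reference agonist; values of inactives mirror those of a sister screen read the other way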
# HTR5A inv ag: inverse agonist of human HTR5A in OPRM1-OPRD1 counter-screen; P47898; HTR5A cell line, luminescence, inverse agonism; inhibition, % at 9.3 µM; actives 0.083% (n = 340,000); in the data active = inhibition mostly above about 23%, no sharp cut-off; inactive = mostly below about 18%;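 also: 0% = cells with DMSO and 100% = no-cell wells with DMSO; some compounds called inactive have numbers as strong as hits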
# Mot1-301 SUMO: SUMOylation pathway inhibition by Mot1-301 growth rescue; S. cerevisiae Mot1-301 growth rescue, ATP luminescence, 38.5C; percent above DMSO median, 100 means doubled; growth rescue, % at 18.8 µM; actives 1% (n = 320,000); AID 2716;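 active = every valid replicate shows activation above 250% relative to neutral control wells; inactive = the rest, any valid replicate at or below 250%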;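 also: OY570 slx delta 5 strain wells were the positive control but not used for scaling; some compounds called inactive have numbers as strong as hits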
# PfHsp90 set2: inhibits growth of yeast expressing Plasmodium falciparum Hsp90. S. cerevisiae expressing PfHsp90, BacTiter-Glo ATP, 48 h; yeast lacking PDR1 and PDR3 efflux regulators. inhibition, % at 9.4 µM. actives 0.32% (n = 310,000). AID 504621;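 active = every replicate shows inhibition above about 80%, whatever the replicate mean, limit read from the data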;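 also: 0% = DMSO neutral controls and 100% = 20 µM radicicol positive controls; yeast relying on Plasmodium falciparum Hsp90 in place of its own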
# AddAB inh: less growth of phage-infected E. coli with AddAB. inhibition, % at 11.9 µM. AID 435030. E. coli expressing H. pylori AddAB, absorbance growth. actives 0.29% (n = 330,000); in the data active = inhibition above about 12%;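 also: 0% = vehicle wells of infected cells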
# * = called active by the depositor; / = not tested or not shown.
SMILES,PKA-R1A act,Ecoli viability,MOR-DOR inv ag,HTR5A ag ctr,phage Ecoli inh,DSG3 Ab inh,OPRM1-OPRD1 ag,HTR5A inv ag,Mot1-301 SUMO,PfHsp90 set2,AddAB inh
COc1ccc(NC(=S)Nc2cc(C(F)(F)F)ccc2F)cc1,-7,1.6,18,1,2.1,100,-3.5,9,/,15,0.3
O=C(Cn1cc2c(n1)CCCC2)NCC1CCCO1 (centres undefined),12,0.3,7,1,0.3,104,-1.4,-3,19,29,4.7
CCC1(C)Cc2c(sc3nnn(CC(=O)Nc4cccc5ccccc45)c(=O)c23)CO1 (centres undefined),-15,-0.7,6,3,1.1,101,-1.1,13,-8,-3,-1.0
O=C1NC2(NN1c1ccccc1)C1CC3CC(C1)CC2C3 (centres undefined),-8,1.3,-23,-7,1.4,108,4.0,20,0,-27,5.2
O=C(CCS(=O)(=O)c1cccc2nsnc12)NCc1ccccc1,13,2.7,12,8,1.6,105,-2.1,-5,4,-35,5.3
CCOc1ccc(S(=O)(=O)N2CCN(C(=O)c3cc(S(=O)(=O)N4CCOCC4)ccc3C)CC2)cc1,-13,/,-9,0,1.9,106,1.3,7,/,/,/
CC(C)(C)c1ccc(-c2nnc(NC(=O)c3ccccc3)s2)cc1,9,-2.1,-8,0,-0.3,88,1.4,10,-19,-2,-1.1
CN(CC(=O)Nc1ncn[nH]1)S(=O)(=O)c1ccc(Cl)cc1,-5,-2.2,10,3,3.7,101,-1.4,10,-4,-22,1.3
Cc1ccccc1C1CC(c2ccccc2OC(F)F)Nc2ncnn21 (centres undefined),0,-1.2,6,7,0.7,97,-1.1,-18,8,15,-3.8
CC1=C(C(=O)NC(C)CCc2ccccc2)C2(CCC(C)CC2)OC1=O (centres undefined),-16,-0.9,-27,0,2.5,92,3.8,1,-8,7,5.5
Cc1c(NC(=O)c2ccc(Br)o2)c(=O)n(-c2ccccc2)n1C,-6,2.7,9,7,-1.1,97,-1.7,6,-8,-3,4.3
C#CCOCCOCCOCCNc1nc(N2CCN(C(=O)CCCCCCCCCCNC(=O)Cn3cc(CCCCCN)nn3)CC2)nc(N2CCN(C(=O)CCCCCCCCCCNC(=O)[C@H]([C@@H](C)CC)n3cc(CCCCN=C(N)N)nn3)CC2)n1,2,3.3,-14,0,/,152,2.6,-41,-21,26,1.3
C/C(CC(C)C)=N\NC(=O)Nc1ccccc1,1,1.5,10,6,5.5,109,-1.8,6,279,-64,2.1
O=C(NCc1cn(-c2ccccc2)nc1-c1ccc(F)cc1)c1cccc([N+](=O)[O-])c1,-9,3.2,-30,3,0.9,101,4.2,-7,-1,-4,4.5
O=C(NNC1=NCCC1)c1ccc(Br)cc1,3,-0.8,13,3,0.9,102,-2.8,14,1,-5,0.8
O=C1CC/C=C\C[C@@H](CC(=O)N(CCO)Cc2ccccc2)C(=O)N[C@H](Cc2c[nH]c3ccccc23)CO1,-2,-2.3,-1,3,3.6,103,0.1,6,-15,19,-1.2
CCOCc1cc(CN2CCCC(CNC(=O)c3ccco3)C2)ccc1OC (centres undefined),-1,2.6,19,5,1.2,103,-3.9,-16,0,25,0.6
Cc1ccc(S(=O)(=O)NNC(=O)c2cnn(-c3ccccc3)c2C(F)(F)F)cc1,-3,2.7,-3,5,0.5,111,0.6,-1,12,-7,1.3
CCN(CC)S(=O)(=O)c1cccc(C(=O)N[C@H](C(=O)Nc2nc3ccccc3s2)C(C)C)c1,-13,3.5,-10,1,3.5,109,1.9,23,-11,21,1.4
C=CCOc1cccc(C2C(C(=O)c3ccco3)=C(O)C(=O)N2CCN(CC)CC)c1 (centres undefined),-8,-1.6,19,-1,2.6,104,-3.7,8,-14,1,0.0
COc1cc(-c2nc(-c3ccc4c(c3)-c3ccccc3S4(=O)=O)c(-c3ccccc3)[nH]2)cc(OC)c1O,-20,-4.2,-8,3,1.2,71,1.5,-18,9,/,3.1
COc1ccc(C(C(=O)NC2CCCCC2)N(C(=O)CCl)c2ccc(C)cc2)cc1 (centres undefined),-5,2.3,-143,31*,0.0,92,24*,-82,6,-2,0.7
O=C(CSCc1ccccc1)Nc1ccc(S(=O)(=O)N2CCOCC2)cc1,-8,0.6,15,-3,0.1,110,-2.7,8,/,12,-0.5
CCc1ccc(NC(=O)Cn2cc([N+](=O)[O-])nc2C)cc1,-9,/,1,1,5.3,102,-0.1,-4,-6,5,/

# An excerpt from above, reduced to phage Ecoli inh, MOR-DOR inv ag and Ecoli viability.
Compound | phage Ecoli inh | MOR-DOR inv ag | Ecoli viability
O=C(NNC1=NCCC1)c1ccc(Br)cc1 | 0.9 | 13 | -0.8
O=C1CC/C=C\C[C@@H](CC(=O)N(CCO)Cc2ccccc2)C(=O)N[C@H](Cc2c[nH]c3ccccc23)CO1 | 3.6 | -1 | -2.3

# (cont.)
SMILES,PKA-R1A act,Ecoli viability,MOR-DOR inv ag,HTR5A ag ctr,phage Ecoli inh,DSG3 Ab inh,OPRM1-OPRD1 ag,HTR5A inv ag,Mot1-301 SUMO,PfHsp90 set2,AddAB inh
O=C(Nc1cccc([N+](=O)[O-])c1)C(=O)N1CCCCC1,-3,1.9,12,1,2.0,101,-2.6,10,13,-2,6.6
COc1ccc(C(=O)NNC(=S)NC(=O)c2ccc(Br)o2)cc1OC,11,-5.2,10,-4,-3.8,83,-2.1,9,30,11,-4.6
CCOc1ccc(NC(=S)NC(=O)c2cnn(CC)c2)c([N+](=O)[O-])c1,-6,/,7,4,4.4,105,-1.0,22,/,15,/
COC(=O)c1c(-c2ccccc2OC)sc2cc3c(cc12)OCO3,5,-0.4,-1,-2,-0.7,98,0.1,7,/,-41,1.7
O=C(CSc1nnc(-c2ccncc2)n1-c1ccc(Cl)cc1)N1CCOCC1,4,-0.2,22,-1,0.0,121,-4.7,8,-3,22,1.4
CCN(CCNC(=O)CN(C)S(=O)(=O)c1cccc2nsnc12)c1ccccc1,4,-0.2,-14,5,0.6,103,2.4,3,-12,21,0.6
Cc1ccc(Cn2cnc3c(nnn3Cc3ccc(Cl)cc3)c2=O)cc1,-4,0.0,5,1,1.9,73*,-1.0,-3,9,14,0.4
C#CCOCCOCCOCCNc1nc(N2CCN(C(=O)[C@H]([C@@H](C)CC)n3cc(CCC(=O)O)nn3)CC2)nc(N2CCN(C(=O)[C@H](C)n3cc(CCCN=C(N)N)nn3)CC2)n1,9,4.3,17,1,2.7,/,-2.9,-3,-11,-12,0.8
CCS(=O)(=O)N1N=C(c2ccccc2)CC1c1ccc2nccnc2c1 (centres undefined),8,-0.9,14,1,-1.3,177,-2.6,-1,-15,11,0.2
O=[N+]([O-])c1ccccc1S(=O)(=O)N(CC1CO1)c1ccccc1 (centres undefined),-14,2.3,5,-4,0.7,107,-1.0,10,-3,7,0.5
COc1ccc(CNC(=O)CCc2nc3cc(S(=O)(=O)N(C)C)ccc3n2C)cc1OC,-3,0.4,5,-1,-1.1,106,-0.9,13,-6,-30,-0.8
O=C(NCc1ccco1)c1cccc(Br)c1,-4,0.9,5,-3,1.6,117,-1.0,9,75,12,0.9
Cc1ccc(NC(=O)Nc2cccc([N+](=O)[O-])c2)nc1,1,-1.4,8,-3,3.7,100,-1.5,9,-25,-14,4.9
O=c1[nH]c2cnn(-c3ccccc3)c2c(=O)n1O,-3,/,8,0,2.3,/,-1.6,-1,/,12,/
COc1ccc(NC(=O)NNC(=O)c2ccc3ccccc3c2O)cc1OC,-15,4.1,13,2,7.8,103,-2.4,6,194,-5,11
O=S(=O)(Nc1ccccc1O)c1ccc(Cl)nc1,-9,-0.5,0,3,1.7,85,-0.1,-10,-2,-1,0.7
COc1cc(/C=N/NC(=O)CCN2CCCCC2)ccc1O,2,-2.4,6,-5,2.3,99,-1.2,6,-4,7,0.5
Cc1nc(N)c(CC(Br)CBr)c(Cl)n1 (centres undefined),-4,0.7,16,-3,2.7,98,-3.2,2,-6,-1,1.1
COc1ccc(Cl)cc1S(=O)(=O)N1CCCC(C(=O)NCc2ccccc2)C1 (centres undefined),4,-1.7,3,-2,1.9,117,-0.5,8,-5,-20,0.9
CCc1nnc(NC(=O)CSc2nnc(CNc3ccc(F)cc3)n2C2CCCCC2)s1,-7,-2.0,-1,-1,1.9,100,0.3,-1,34,1,2.4
CN(C)c1ccc(N2CN=C3SCC(=O)N3C2)cc1,-33,-2.8,-13,-2,-1.1,105,2.3,-18,-28,/,0.6
Fc1cccc(Cl)c1CSc1ccc(-c2cccnc2)nn1,-13,-0.3,-14,4,1.1,104,2.7,-12,-12,-21,-0.2
CN(CCCNC(=O)c1ccc(CS(=O)c2ccc(Br)cc2)o1)Cc1ccccc1 (centres undefined),-3,0.8,8,4,1.2,/,-1.6,-4,-22,7,4.5
CCC(=O)Nc1ccc(NC(=S)NC(=O)/C=C/c2ccccc2)cc1,-9,0.0,/,/,1.2,100,/,/,-19,0,0.2
O=C(NCc1ccco1)/C(=C\c1ccco1)NC(=O)c1ccc(Br)o1,-1,2.0,-4,4,3.0,100,0.7,-11,-3,23,7.0
Cc1ccc(OC(=O)CN2C(=O)c3ccccc3C2=O)cc1C,10,-0.3,1,0,1.6,98,-0.3,1,11,-24,3.2
Cc1cc(NC(=O)c2nn3cccnc3c2Cl)no1,-9,2.6,4,6,1.4,96,-0.6,-10,1,/,1.9
Cc1cccc(OCc2nnc(NC(=O)c3cccs3)s2)c1,-2,-1.3,-7,-2,3.7,103,1.4,13,5,-27,-0.1
COc1ccc(S(=O)(=O)N2CCN(CC(=O)NCCc3cccs3)CC2)cc1,-5,-0.7,9,2,0.2,100,-2.3,-8,-13,-5,1.3
C=C(C)CC1N(c2cccc(OC)c2)C(=O)[C@@H]2C(C(=O)O)[C@H]3C=C[C@@]12O3 (some centres undefined),-8,-0.4,21,-2,0.7,106,-4.0,-29,286,15,-0.1
COc1ccc(NC(=O)COC(=O)C2CCC(C(C)(C)C)CC2)c([N+](=O)[O-])c1 (centres undefined),0,1.9,-8,1,3.1,108,1.6,-6,0,-10,5.3
COc1ccc(NC(=S)N(CCCN2CCCC2)Cc2cccn2Cc2ccc(Cl)cc2)cc1Cl,4,2.3,-11,1,3.0,109,2.0,-4,-11,-3,-0.8
Cc1nc2ccccc2c2oc(C(=O)NCc3ccccn3)cc12,6,-0.1,2,1,1.0,103,-0.3,8,5,-3,1.6
O=C(/C=C/c1ccc2c(c1)OCO2)NCc1cn2cc(Cl)ccc2n1,-3,0.4,9,2,-0.2,94,-2.0,-5,110,-12,1.5
Cc1ccc(NC(=O)CCNS(=O)(=O)c2cccc3nsnc23)cc1F,0,0.1,-2,-1,3.0,/,0.2,3,16,11,4.3
N#CCCN(Cc1cccs1)C(=O)Nc1ccc(F)cc1,0,-0.2,8,1,0.4,/,-1.6,-3,58,16,-1.0
COC(=O)N1CCN(c2ccc(Cl)c(Cl)c2)CC1,13,-0.4,0,7,/,101,-0.1,-24,4,-19,1.2
CC(C)N1CCC(NC(=O)Nc2ccc3c(c2)OCO3)CC1,6,-1.5,-2,-1,5.4,116,0.3,1,12,0,1.3
